S3 lipid droplet = qHTS Assay for Lipid Storage Modulators in Drosophila S3 Cells. Drosophila S3 cells, BODIPY lipid droplet fluorescence, 18-24 h; cells fed with added oleic acid. Potency in µM for hits, for the others lipid storage change, negative = inhibition, % at the top dose, mostly 46.1 µM. 0.64% of 320,000 active; active = well fitted inhibition curve with a large enough effect in the signal ratio, with a control signal flat, not every such curve was filed as active; inconclusive = small, poorly fitted or top-dose-only effect, or effect the other way, or a change in a side signal; the % refers to the signal ratio
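Drosophila S3 cells loaded with oleic acid (400 uM, as added) and compounds at several concentrations; lipid droplets imaged by 488-nm laser-scanning cytometry, 500–530 nm intensity and object ratio to cell channel. Percent activity normalized to 20 uM Triacsin C.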
S3 lipid droplet cell count max = also measured in S3 lipid droplet; calls as there; cell number change, %; measured here: cell count max response;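 cells counted by Cell Tracker Red CMTPX staining in the red channel; peak over a dose series mostly up to 46.1 µM; percent activity relative to internal control wells on each plate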
* marks the source's active call; other numbers are inactive results; i = inactive; u = inconclusive; x = not tested or not shown. % is scaled to controls: 0 for no effect and ±100 for the full control effect; potency is read from the fitted curve at half-maximal effect.

entry	molecule	S3 lipid droplet	S3 lipid droplet cell count max
1	O=C(c1cc(COc2cccc(C(F)(F)F)c2)on1)N1CCSCC1	23%	38
2	O=C(CCC1CC(=O)Nc2ccccc21)NCc1ccccc1 (stereo not given)	u	x
3	CN(C)c1ccc(/C=N/c2cc(-c3ccccc3)nn2-c2ccccc2)cc1	u	x
4	CCN(C(=O)COC(=O)CNS(=O)(=O)c1ccccc1)c1ccccc1	u	x
5	CC1CN(C(=O)COC(=O)c2ccc(C#N)cc2)CC(C)O1 (stereo not given)	u	x
6	CCCC(=O)NCCc1cc2cc(C)c(C)cc2[nH]c1=O	6%	3
7	CCSc1nc(N2CCOCC2)c2c(c1C#N)CC(C)(C)N(C)C2	u	x
8	O=C(NC1CCCC1)C1CCN(S(=O)(=O)c2ccccc2)CC1	u	x
9	COc1ccc(OC)c(NC(=O)N2CCCC(CNS(=O)(=O)c3cccs3)C2)c1 (stereo not given)	-10%	1
10	COc1ccc(C)cc1N(C)C(=O)Cc1c(C(=O)O)n(C)c2ccccc12	u	x
11	Cc1ccc(OCC(=O)N/N=C2\CCOc3c(C)cccc32)cc1	-2%	-12
12	COc1ccc(CNC(=O)C(OC(=O)c2ccco2)c2ccc(F)cc2)cc1 (stereo not given)	u	x
13	Cc1ccc(-n2c(=O)c3cc4c(=O)n(-c5ccc(C)c(C)c5)c(=O)c4c(C(=O)c4ccc(C(=O)O)cc4)c3c2=O)cc1C	14%	7
14	CC(=O)N1c2ccc(S(=O)(=O)N3CCCC3C(=O)Nc3cccc(F)c3)cc2CC1C (stereo not given)	i	-10
15	CCCC(=O)NC(=S)Nc1cccc(C(C)=O)c1	u	x
16	COc1c(/C=N/NS(=O)(=O)c2ccc(C)cc2)c(CCN(C)C(C)=O)cc2c1OCO2	12%	3
17	Cc1cccn2c(=O)c(/C=N/O)c(Nc3ccccc3F)nc12	u	x
18	O=C(Oc1cccc(C(=S)N2CCOCC2)c1)c1cccc(Cl)c1	-22%	12
19	CCOC(=O)N1CCN(C(=O)c2ccc(CN(c3ccccc3)S(C)(=O)=O)cc2)CC1	u	x
20	O=C1OC2(c3ccccc3)C3CCCC2C13	29%	x
21	CCCS(=O)(=O)c1ncc(Cl)c(C(=O)Nc2ccc(S(=O)(=O)Nc3ncccn3)cc2)n1	u	x
22	Cc1cc(C(F)F)nn1CC(=O)NCc1ccco1	26%	-4
23	Cc1cc(NC(=O)C(C)SCC(=O)N(C)CC(=O)Nc2ccccc2Br)no1 (stereo not given)	u	x
24	O=C(CC1NC(=S)NC1=O)c1ccc(Cl)cc1 (stereo not given)	u	x

Part of the list above, reformatted:
[8] O=C(NC1CCCC1)C1CCN(S(=O)(=O)c2ccccc2)CC1
[9] COc1ccc(OC)c(NC(=O)N2CCCC(CNS(=O)(=O)c3cccs3)C2)c1 (stereo not given)
[10] COc1ccc(C)cc1N(C)C(=O)Cc1c(C(=O)O)n(C)c2ccccc12
[11] Cc1ccc(OCC(=O)N/N=C2\CCOc3c(C)cccc32)cc1
[12] COc1ccc(CNC(=O)C(OC(=O)c2ccco2)c2ccc(F)cc2)cc1 (stereo not given)
[13] Cc1ccc(-n2c(=O)c3cc4c(=O)n(-c5ccc(C)c(C)c5)c(=O)c4c(C(=O)c4ccc(C(=O)O)cc4)c3c2=O)cc1C

assay / entry	8	9	10	11	12	13
S3 lipid droplet	u	-10%	u	-2%	u	14%
S3 lipid droplet cell count max	x	1	x	-12	x	7

Following part.
entry	molecule	S3 lipid droplet	S3 lipid droplet cell count max
25	CCCNC(=O)C(Cc1ccccc1)NC(=O)c1ccccn1 (stereo not given)	11%	2
26	Cc1ccc(C2Oc3ccccc3C3=C2C(c2cccs2)n2ncnc2N3)cc1 (stereo not given)	-11%	-10
27	CC1CCc2sc(C(=O)OCC(=O)NC(N)=O)cc2C1 (stereo not given)	-2%	19
28	O=C(CC1C(=O)NCCN1Cc1cccc(F)c1F)NC1CCCCCC1 (stereo not given)	20%	18
29	COc1ccc(OCc2cc(C(=O)NC(C)c3csc(C)n3)no2)c(Cl)c1 (stereo not given)	u	x
30	O=C(CSc1nccc(=O)[nH]1)N1CCc2ccccc2C1	u	x
31	Cc1[nH]nc(N)c1-c1ccccc1	u	x
32	Cc1cc(OCC(=O)Nc2ccc(S(=O)(=O)NC3=NCCCCC3)cc2)c(C(C)C)cc1Cl	2%	13
33	COc1cccc(OCC(=O)NNC(=O)C(=O)Nc2ccc(OC)cc2OC)c1	u	x
34	CC1(C)CC(=O)C(CC2=C(O)CC(C)(C)CC2=O)=C(O)C1	u	x
35	CC(C)(C)c1ccc(O)c(N=Cc2cc(Br)ccc2O)c1	-11%	-26
36	CCCC(c1nnnn1CCc1ccccc1)N1CCN(C(=O)c2ccco2)CC1 (stereo not given)	u	x
37	O=[N+]([O-])c1ccc(N2N=C(c3ccccc3)CC2c2ccccc2O)cc1 (stereo not given)	u	x
38	O=C(CN1CCN(c2ccc(O)cc2)CC1)Nc1ccc(SC(F)F)cc1	u	x
39	C=CCOC(=O)C1=C(C)NC(=S)C(C#N)(CC=C)C1c1ccccc1Cl (stereo not given)	14%	-2
40	Cn1c(NC(=O)/C=C/c2ccc(Cl)c(Cl)c2)cc(=O)n(C)c1=O	u	x
41	COc1ccc(CN(C)C(=O)c2ccccc2OCc2c(C)noc2C)cc1OC	u	x
42	COc1nn(-c2nc(-c3ccccc3)cc(C(F)(F)F)n2)cc1[N+](=O)[O-]	10%	5
43	COCCN(CCOC)c1nc(-c2ccc(Cl)cc2)nc2ccccc12	u	x
44	CCNC(=O)NC(=O)C(C)OC(=O)c1oc2ccc(OCC)cc2c1C (stereo not given)	u	x
45	CCCCCOP(=O)(c1ccccc1)c1ccccc1	-1%	-2
46	COCc1nn2c(N)c(-c3ccccc3)cnc2c1-c1ccccc1	u	x
47	CCOc1ccc(-c2nc3n(c(=O)c2C#N)CCCS3)cc1	u	x
48	CC(C)NC(NC(=O)/C=C/c1ccccc1)C(Cl)(Cl)Cl (stereo not given)	9%	-2
49	COc1ccc(OCCn2cnc(Cl)c2Cl)cc1	2%	-5
50	O=C(N/N=C\c1cn[nH]c1-c1ccccc1)c1ccc([N+](=O)[O-])cc1	u	x
51	O=C(COc1ccccc1)N1CCc2ccccc21	u	x
52	COc1ccc(N2CCN(C(=O)c3c(Cl)cnn3C)CC2)cc1	u	x
53	Cc1cc(NC(=O)CSc2nnc3ccccn23)no1	u	x
54	COc1ccccc1/C(C)=N/NC(=S)NCc1ccccc1	u	x
55	CC(c1ccco1)N(C(=O)c1ccc(F)cc1)c1ccccn1 (stereo not given)	u	x
56	O=C(O)/C=C/C(=O)NNc1ncnc2ccccc12	-3%	-6
57	CN(C)CCCOC(=O)CCc1ccccc1	u	x
58	CCN(CC)C(=O)c1cc(S(=O)(=O)N2CCCCC2)c[nH]1	u	x
59	COc1cc(NS(=O)(=O)c2ccc(C)cc2)ccc1-n1cnnn1	u	x
60	COc1ccc(Cc2nnc(SCC(=O)Nc3ccc(C)cc3)n(N)c2=O)cc1	u	x
61	Cc1c(Cl)cccc1NC(=S)NCc1ccc2c(c1)OCO2	u	x
62	COC(=O)c1c(NC(=O)c2ccccc2F)sc2c1C(C(=O)OC)CC2 (stereo not given)	i	14
63	CCc1ccc2[nH]c(=O)c(CN(Cc3ccc(F)cc3)C(c3nnnn3CCN3CCOCC3)C(C)C)cc2c1 (stereo not given)	i	14
64	CCOC(=O)c1c(NC(NC(C)=O)C(Cl)(Cl)Cl)sc2c1CCCC2 (stereo not given)	10%	5
65	O=C(O)c1ccc(NC2=C/C(=N/S(=O)(=O)c3ccccc3)c3ccccc3C2=O)cc1	u	x
66	COc1ccc(NC(=O)CN(C)C(=O)c2cnc(Cl)c(Cl)c2)cc1	u	x
67	CN1C(=O)N(C)c2ccc(C=O)c3cccc1c23	u	x
68	Cc1ccc2oc(=O)c(/C=C(\O)c3sc(C)nc3C)nc2c1	u	x
69	NS(=O)(=O)c1ccc(NC(=O)c2ccc(-c3ccccc3)cc2)cc1	u	x
70	N#CC1=C(N)Oc2nc[nH]c(=O)c2C1c1cccs1 (stereo not given)	u	x
71	O=C1C(=O)N(Cc2cccnc2)C(c2ccccn2)/C1=C(/O)c1ccc(Br)cc1 (stereo not given)	4%	11
72	C=CCOc1ccccc1CN(CCc1ccccc1)C(=O)c1cccc(S(C)(=O)=O)c1	4.1µM*	1.8*
73	CCOCCCNc1nc2c(c(=O)[nH]c(=O)n2C)n1CCCc1ccccc1	i	x
74	CCc1ccc(-c2nc(CS(=O)CC(=O)NCCCN3CCC(C)CC3)c(C)o2)cc1 (stereo not given)	i	11
75	CC(c1nnc(SCC(=O)NC(=O)NCc2ccco2)n1-c1ccc(Cl)cc1)N(C)C (stereo not given)	15%	-2
76	CC1CCN(CCCCOc2ccccc2-c2ccccc2)CC1	-29%	x
77	CS(=O)(=O)N1CCN(C(=O)NC2CCCCC2)CC1	u	x
78	COc1ccccc1N1CCN(/N=C\c2ccccc2)CC1	u	x
79	COc1ccc(NC(=O)CN(C)C(=O)C(C)N2C(=O)c3ccccc3C2=O)cc1 (stereo not given)	0%	12
80	CCCc1nnc(SCC(=O)Nc2cccc(C(F)(F)F)c2)o1	u	x

The results go on.
entry	molecule	S3 lipid droplet	S3 lipid droplet cell count max
81	COc1ccc(CCNC(=O)c2cc3c(=O)n(C)c4ccccc4c3n2C)cc1OC	u	x
82	Cn1cnc2c(NCc3ccco3)ncnc21	7%	8
83	O=C(NCCN1CCOCC1)c1ccc2c(c1)N(Cc1ccccc1F)C(=O)c1ccccc1S2(=O)=O	i	15
84	O=C(Nc1ccon1)c1ccc2c(c1)OCO2	u	x
85	CCC(C)NC(=O)c1ccc(NC(=O)C2=C(C)OCCS2)cc1 (stereo not given)	-2%	-23
86	CC1=NN(c2ccccc2)C(=O)/C1=C/N(C)C	0%	x
87	COc1ccc(Oc2ncccc2[N+](=O)[O-])cc1	2%	-1
88	Cn1c(SCC(=O)NC2CC2)nnc1-c1cccs1	u	x
89	CC(=O)Nc1ccc(C)cc1NC(C)=O	i	-11
90	O=C(O)c1ccccc1SCC(=O)N1c2ccccc2Sc2ccccc21	u	x
91	COc1ccccc1NC(=O)C(=O)NCC1CCCN1S(=O)(=O)c1cccs1 (stereo not given)	u	x
92	O=C(Cc1ccccc1)Nc1cccc(C(=O)N/N=C/c2ccco2)c1	18%	-23
93	CCOC(=O)Cn1c(=O)oc2cc(S(=O)(=O)N3CCCC(C)C3)ccc21 (stereo not given)	u	x
94	CC1CCCCN1C(=O)CCn1c(=S)oc2ccccc21 (stereo not given)	12%	4
95	CN1CCN(C(=O)/C=C/c2ccc3c(c2)OCO3)CC1	u	x
96	Cn1nnnc1Sc1ccc([N+](=O)[O-])cc1Cl	u	x

Compound profiles (already shown). Order of screens: S3 lipid droplet	S3 lipid droplet cell count max
NS(=O)(=O)c1ccc(NC(=O)c2ccc(-c3ccccc3)cc2)cc1 reads u	x
O=C(CN1CCN(c2ccc(O)cc2)CC1)Nc1ccc(SC(F)F)cc1 reads u	x
Cc1ccc(OCC(=O)N/N=C2\CCOc3c(C)cccc32)cc1 reads -2%	-12
Cc1cc(C(F)F)nn1CC(=O)NCc1ccco1 reads 26%	-4

Carrying on.
entry	molecule	S3 lipid droplet	S3 lipid droplet cell count max
97	COc1ccc2c(c1)C(=O)N(c1ccc(C)cc1C)C(=O)C2(C)C	u	x
98	C[C@H]1CN=C(Nc2ccccc2)N1CCCC1CCCC1	u	x
99	CCCCn1c(SCC(=O)OCC)nc2c(sc(=S)n2-c2ccccc2OC)c1=O	i	9
100	Cc1[nH]n(-c2ccccc2)c(=O)c1-c1ccccc1	4%	1
101	O=C(c1ccccc1)N1CCN(Cc2ccccc2Br)CC1	4%	6
102	CC1(C)CC(NS(=O)(=O)c2ccc(F)cc2)CC(C)(C)N1	u	x
103	CN(Cc1ccccc1F)C(=O)c1sccc1-c1ccccc1	u	x
104	COc1ccc(C2=Nc3ccc(C)cc3C(c3ccccc3)N2CC(=O)NN)cc1 (stereo not given)	-19%	13
105	CCCN(Cc1nnc(-c2cccs2)o1)C(=O)CN1C(=O)NC2(CCCCC2C)C1=O (stereo not given)	u	x
106	CN(C)CCCN(C(=O)c1ccc(Br)s1)c1nc2cc3c(cc2s1)OCCO3	20%	x
107	COc1ccc(/C=N/N=C2\SC(CC(=O)O)C(=O)N2c2ccccc2)cc1 (stereo not given)	14%	11
108	Cc1nc2nc3c(cn2n1)C(=O)CC(C)(C)C3	u	x
109	CCOC(=O)C1(CCc2ccccc2)CCN(Cc2ccc(O)cc2)CC1	u	x
110	CCCC(=O)NC(=S)Nc1cccc(Cl)c1N1CCCC1	u	x
111	CC12CC(NC(=O)N1c1ccc(C(=O)N3CCN(c4ccc(F)cc4)CC3)cc1)c1ccccc1O2 (stereo not given)	-2%	0
112	CCn1c(=O)c2c(O)cc(=O)oc2c2ccccc21	28%	-11
113	CN1C(=O)NC(c2ccccc2)(C(F)(F)F)S/C1=C(/C#N)c1nnc(N2CCOCC2)n1-c1ccccc1 (stereo not given)	-18%	-1
114	COc1ccc2c(c1)c(C(=O)N/N=C/c1cn(C)c3ccccc13)c(C)n2C	-5%	-2
115	CCOC(=O)Nc1ccc(OCc2nnc3c4ccccc4c(C)nn23)cc1	10%	-20

Bioassay records as filed in PubChem.

The list is partial (hit frequency here may not be typical).
